S3 lipid droplet – qHTS Assay for Lipid Storage Modulators in Drosophila S3 Cells. Drosophila S3 cells, BODIPY lipid droplet fluorescence, 18-24 h; cells fed with added oleic acid. lipid storage change, negative = inhibition, % at the top dose, mostly 46.1 µM; hits show Potency in µM. 320,000 tested, 0.64% active. AID 2685, 2010; active = well fitted inhibition curve with a large enough effect in the signal ratio, with a control signal flat, not every such curve was filed as active; inconclusive = small, poorly fitted or top-dose-only effect, or effect the other way, or a change in a side signal; the % refers to the signal ratio
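Drosophila S3 cells loaded with oleic acid (400 uM, as added) and compounds at several concentrations; lipid droplets imaged by 488-nm laser-scanning cytometry, 500–530 nm intensity and object ratio to cell channel. Percent activity normalized to 20 uM Triacsin C.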
S3 lipid droplet cell count max – further read-out of S3 lipid droplet, marked with its call; cell number change, %; measured here: cell count max response;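 cells counted by Cell Tracker Red CMTPX staining in the red channel; peak over a dose series mostly up to 46.1 µM; percent activity relative to internal control wells on each plate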
* marks the source's active call; other numbers are inactive results; i = inactive; ? = inconclusive; . = no result given. % is scaled to controls: 0 for no effect and ±100 for the full control effect; potency is read from the fitted curve at half-maximal effect. The list is partial; the hit share may differ from the screen's.

mol | S3 lipid droplet cell count max | S3 lipid droplet
Cc1ccc(NCc2nnc(SCCN3CCCCC3)n2CC2CCCO2)cc1Cl (stereo not given) | . | ?
Cn1c(/C=C/c2ccc(Cl)cc2Cl)c([N+](=O)[O-])c(=O)n(C)c1=O | . | ?
COc1ccc(C2=CC3=C(Br)C(=O)C(C)(OC(=O)c4ccc(Cl)nc4)C(=O)C3=CO2)cc1 (stereo not given) | -8 | 4%
COC(=O)c1ccc(COC(=O)c2cnccn2)cc1 | 9 | -2%
Cc1ccc(S(=O)(=O)N2CCCCC2)cc1NC(=O)C1CC(=O)N(Cc2ccccc2)C1 (stereo not given) | . | ?
Cc1cccc(Cl)c1OCCN1CCCC1 | -10 | i
Cc1ccc(N(CC(=O)N2CC(=O)Nc3ccccc32)S(=O)(=O)c2ccc3c(c2)OCCO3)cc1 | 0 | 2%
COc1ccccc1NC(=O)c1ccc2c(c1)N(CC#N)C(=O)C(C)(C)O2 | -1 | i
Cn1nc(C(C)(C)C)c([N+](=O)[O-])c1C(=O)NCCO | -17 | -3%
Cc1oc(-c2ccccc2)cc1C(=O)Nc1ccc(N(C)C)cc1 | . | ?
Cc1nnc(SCC(=O)N2CCN(C(=O)c3ccco3)CC2)n1C | 4 | 4%
COc1cc(/C=C(\C#N)c2nc3ccc(C)cc3[nH]2)cc([N+](=O)[O-])c1O | . | ?
Cc1nn(-c2ccccc2)c(C)c1/C=N/O | . | i
COc1ccc(NC(=O)CSc2ccccn2)cc1 | -21 | -2%
COc1ccc2c(c1)CCc1c(C(=O)N3CCc4ccccc4C3)noc1-2 | . | ?
CCCNC(=O)c1cc(-c2ccc(Br)cc2)on1 | . | ?
CCC(O)(CC)C(=O)N/N=C/c1cc(Br)cc(Br)c1O | . | ?
O=C(N/C(=C\c1cccc([N+](=O)[O-])c1)C(=O)N1CCCCC1)c1cccs1 | . | i
CN(CC(=O)Nc1ccc(N2CCOCC2)cc1)CC(=O)Nc1ccc([N+](=O)[O-])cc1Br | . | ?
CC1=C(c2ccc(Cl)cc2)[N+](=O)C(C)(C)N1[O-] | . | ?
Nc1nc(COC(=O)C2CC(=O)N(CCc3ccccc3)C2)nc(Nc2ccccc2)n1 (stereo not given) | . | ?
COc1ccc(NC(=O)CN(C)C(=O)CN2C(=O)c3ccc([N+](=O)[O-])cc3C2=O)cc1 | . | ?
COc1cccc(-c2noc(C3CCCN(C(=O)c4ccccc4OC)C3)n2)c1 (stereo not given) | . | ?
Cc1ccccc1NC(=O)CN1CCC(NC(=O)Nc2ccccc2)CC1 | . | ?
N#Cc1ccsc1NC(=O)CN(Cc1ccccc1)Cc1ccccc1 | -9 | 10%
Fc1cccc(Cl)c1C1Nc2cccc3cccc(c23)N1 | . | ?
O=C1COc2ccc(C(=O)COC(=O)C3CCN(S(=O)(=O)c4cccs4)CC3)cc2N1 | . | ?
O=C(COC(=O)c1ccc2c(c1)C(=O)N(c1cccc3ncccc13)C2=O)c1ccc(Cl)cc1 | . | ?
O=c1c2[nH]c3ccccc3c2ncn1Cc1ccco1 | -15 | 19%
COc1ccccc1OCC(=O)Nc1cccc(-c2nc3ccccc3o2)c1 | . | ?
O=C(Cc1cccs1)N(c1ccc(Cl)cc1)C1C=CS(=O)(=O)C1 (stereo not given) | -5 | -4%
COC(=O)Nc1ccc(S(=O)(=O)Nc2ccc(C(=O)O)cc2)cc1 | 29 | -2%
COC(=O)c1ccc(CSc2nnc(-c3c[nH]c4ccccc34)n2C)o1 | 0 | -18%
Cc1ccc(NC(=O)CSc2nc(=O)n(Cc3ccncc3)c3c2CCC3)c(C)c1 | . | ?
CCOC(=O)c1sc(NC(=O)c2ccc(=O)[nH]c2)nc1C | 25 | i
CC(NC(=O)CSc1ncn[nH]1)c1ccc(Cl)cc1Cl (stereo not given) | . | ?
Cc1ccc(N2CCN(C(=S)Nc3ccc(Cl)cc3)CC2)cc1 | . | ?
CCOC(=O)C1=C(CN2CCCCC2)NC(=O)NC1c1cc(C)ccc1C (stereo not given) | . | i
COC(=O)[C@@]1(Cc2ccc(OC)cc2)[C@H]2c3cc(C(=O)N(C)C)n(CCc4ccc(OC)c(Br)c4)c3C[C@H]2CN1C(=O)c1ccccc1 | . | ?
CCc1ccccc1NC(=O)CN(C)Cc1c(O)ccc2ccccc12 | . | ?
CCOC(=O)CSc1nc2sc(C)c(C)c2c(=O)n1C | 15 | 5%
COc1cc(C2N(c3ccccc3)CCN2c2ccccc2)ccc1OC(C)=O | . | ?
Cc1cc(N=Cc2c(O)n(-c3ccc4c(c3)OCO4)c(=O)c3ccccc23)ccn1 | . | ?
NS(=O)(=O)c1ccc(CCNC(=O)COC(=O)c2cc([N+](=O)[O-])ccc2N2CCOCC2)cc1 | . | ?
COc1ccc(NS(=O)(=O)c2cccc(C(=O)NCc3ccco3)c2)cc1 | . | ?
Cc1ccc(NC(=O)C2(N(CC(C)C)C(=O)Cn3nnnc3N)CCCCC2)cc1 | 2 | -2%
COc1cc(CN2CCN(C(c3ccccc3)c3ccccc3)CC2)cc(OC)c1OC | 7 | 21%
CCN(C(=O)CN1C(=O)S/C(=C\c2ccc(F)cc2)C1=O)C1CCS(=O)(=O)C1 (stereo not given) | 3 | i
CCN(Cc1cc(=O)n2ccsc2n1)c1cccc2ccccc12 | 25 | 16%
COCCN(C(=O)CCCc1nc2ccccc2s1)c1c(N)n(CC(C)C)c(=O)[nH]c1=O | 8 | 19%
Nc1cccc(S(=O)(=O)c2cccc(N)c2)c1 | 2 | 15%
O=C(O)c1cccc(Oc2ncnc3sc4c(c23)CCCC4)c1 | . | ?
CCc1cccc(NC(=O)COC(=O)/C=C/c2cccs2)c1 | . | ?
COC(=O)c1c(C(=O)OC)c(-c2ccc(OC)cc2)n2c1CS(=O)(=O)C2 | 5 | 11%
CCOC(=O)C1=C(C)N(CC(C)C)C(=O)C1 | . | ?
COc1cc(C(=O)NCc2nnc(SCC(=O)Nc3cccc(C)c3)o2)cc(OC)c1OC | . | ?
C[C@@H](c1ncncc1F)[C@](O)(Cn1cncn1)c1ccc(F)cc1F | 5 | -3%
O=C(NN1C(=O)c2ccccc2NC1c1ccco1)c1ccc([N+](=O)[O-])cc1 (stereo not given) | . | ?
CC(C)N(C(=O)COC(=O)c1cncc(Br)c1)C(C)C | . | ?
COC(=O)CC1C(=O)NCCN1C(=S)NC(=O)c1ccccc1[N+](=O)[O-] (stereo not given) | 3 | -1%

More entries
mol | S3 lipid droplet cell count max | S3 lipid droplet
COc1ccc(CCNC(=O)Cn2cc(C(F)(F)F)cc(Cl)c2=O)cc1OC | . | ?
COc1ccc2oc(C(=O)OCC(=O)Nc3ccc(N4CCOCC4)cc3)c(C)c2c1 | . | ?
CSc1cccc(NC(=O)C2CCN(S(C)(=O)=O)CC2)c1 | . | i
O=C(CN1CCN(c2ccc(F)cc2)CC1)Nc1nccs1 | 9 | -5%
O=C(NCc1ccccn1)C1CC(c2ccc(F)cc2)=NO1 (stereo not given) | . | ?
CCn1cc(C(=O)NCCCN(CC(C)C)CC(C)C)c(=O)c2cc(S(=O)(=O)N(C)C3CCCCC3)ccc21 | . | ?
CCOc1cccc(/C(O)=C2/C(=O)C(=O)N(Cc3cccnc3)C2c2ccco2)c1 (stereo not given) | 11 | -4%
COCCNC(=O)CN(Cc1cccs1)C(=O)CCC(=O)Nc1nccs1 | 3 | 0%
O=C(OCCOc1ccc(Br)cc1)c1cnccn1 | 18 | -3%
O=C(CN1C(=O)CSc2ccccc21)Nc1ccc2c(c1)OCCO2 | . | ?
COc1ccc(Cc2nnc(N)s2)cc1 | -6 | -6%
COc1ccc(C(=O)NNC(=O)Cn2nnc(-c3ccc(OC)c(OC)c3)n2)cc1 | . | ?
O=C(N/N=C/c1ccc2nccnc2c1)c1ccc(Br)cc1 | -14 | -8%
COc1ccc(CNC(=O)c2cnn3c(C(F)F)cc(C)nc23)cc1OC | . | ?
COc1cccc(/C=N/n2nnnc2N)c1OCc1ccccc1Cl | -1 | 8%
CCOC(=O)C1(C)C=C(Nc2ccccc2)C(=O)N1c1ccccc1 (stereo not given) | 9 | 3%
CN(C(=O)c1ccc(OC2CCN(Cc3ccccn3)CC2)cc1)C1CCCCC1 | . | ?
Cc1ccc(/C=N/NC(=O)c2ccc(NC(=O)c3ccccc3Cl)cc2)o1 | . | ?
COc1cccc(OC)c1C(=O)OCC(=O)NCc1ccco1 | -13 | i
O=C(CNC(=O)C1COc2ccccc2O1)N/N=C\c1cccc(O)c1 (stereo not given) | 4 | 1%
Cn1c(=O)c2c(SCc3c(F)cccc3Cl)nc(CC(C)(C)C)nc2n(C)c1=O | . | ?
CCc1ccc(N2C(=O)CN(CC(=O)OC)C2=S)cc1 | -7 | 10%
COCCNC(=O)CSc1nc2cc(OC)c(OC)cc2c(=O)n1CCC1=CCCCC1 | -9 | 9%
Cc1ccn2cc(CCNC(=O)COc3ccccc3)nc2c1 | . | ?
Cc1cc(C)nc(Nc2n[nH]c(Cc3ccccc3)n2)n1 | 2 | 7%
Cc1ccc(C)c(OCCn2cc(C(=O)O)c3ccccc32)c1 | 1 | -1%
Cc1cc(C)c2c(N)c(C(=O)Nc3ccccc3Br)sc2n1 | . | ?
CCCCc1nc(SCC(=O)Nc2ncccn2)n[nH]1 | 2 | -2%
Cc1ccn2c(C(=O)N/N=C\c3cccs3)c(C)nc2c1 | . | ?
CCCCC1CCC(C(=O)Nc2ccc(S(=O)(=O)Nc3nccs3)cc2)CC1 (stereo not given) | . | ?
N#Cc1ccc(OCC(=O)OCC(=O)Nc2ccc(N3CCOCC3)cc2)cc1 | . | ?
O=C(NCCN1CCCCCC1)C1CC(=O)N(CCc2ccccc2)C1 (stereo not given) | -21 | -1%
S=C(Nc1ccc(Cl)cc1)N(CCCN1CCOCC1)Cc1ccco1 | 0 | 18%
BrCCOCCOc1ccc2ccccc2c1 | . | ?
O=C(CC1C(=O)NCCN1C(=O)Nc1ccccc1)Nc1ccc2c(c1)OCO2 (stereo not given) | 8 | 0%
C=CCN(CC=C)C(=O)c1cccc(OC2CCN(S(=O)(=O)N(C)C)CC2)c1 | . | ?
CC1=C(C(=O)OCC2CCCO2)C(c2coc3ccccc3c2=O)C2=C(CC(C)(C)CC2=O)N1 (stereo not given) | 11 | 8%
Cc1ccc(S(=O)(=O)CC(=O)Nc2ccc(F)c(F)c2F)cc1 | -5 | 12%
Cc1ccccc1CNC(=O)C(=O)Nc1nccs1 | . | ?
O=C(NCCCCc1ccccc1)c1ccccc1Cl | 3 | -1%
Nc1ccc2nc3c(c(Cl)c2c1)CCCC3 | 11 | 19%
CCN(c1ccccc1)S(=O)(=O)c1ccc(OC)c(NS(=O)(=O)c2cccs2)c1 | . | ?
CC1(C)CC(=O)C=C(NC2CC(C)(C)NC(C)(C)C2)C1 | . | ?
CC1(C)Cc2ccccc2-c2nc3ccccc3c(=O)n21 | . | ?
O=S(=O)(Nc1nc(-c2sccc2Cl)cs1)c1cc(Cl)ccc1Cl | . | ?
CC(=O)Nc1ccc(OCC(=O)NCc2ccc3c(c2)OCO3)cc1 | . | ?
CC(=O)Nc1ccc(Br)cc1C(=O)C(=O)O | -11 | -4%
OC(CNCc1ccccc1)Cn1ccc2ccccc21 (stereo not given) | . | ?
O=C1c2ccccc2C(=O)N1CCCc1c[nH]c2ccccc12 | 2 | -11%
Cc1ccccc1C(=O)N1CCN(c2ccc(NC(=O)c3ccc4c(c3)OCCO4)cc2)CC1 | . | ?
CCSc1nnc(NC(=O)c2cnccn2)s1 | -4 | -11%
COC(=O)CSc1nc2ccc(N)cc2s1 | . | ?
CC1(C)CC2(CCO1)CNC(=O)O2 (stereo not given) | . | ?
O=C(NNC(=S)Nc1ccccc1Cl)c1ccccc1 | . | ?
O=C(CCCCn1c(=O)[nH]c2ccsc2c1=O)NCCc1ccccc1 | . | ?
O=C(NC1CCCC1)C1CCC(=O)N1C1CCCC1 (stereo not given) | -12 | 1%
CC1CCCCN1C(=O)c1cccc(NC(=O)c2ccccc2)c1 (stereo not given) | . | ?
Cc1cc(Nc2ccc(C)c(C)c2)c2ccccc2n1 | 1 | i
